RAD54 branch – blocks human RAD54 Holliday junction branch migration | AID 602329 | Q92698 | FAM/BHQ fluorescence | 360,000 tested, 0.14% active | inhibition, % at 10.4 µM;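 active means mean normalized replicate activity at least 40 and at least half of replicates scoring 40 or more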;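 further: 0% = median of neutral control wells and 100% = median of positive control wells; inhibitors cause a drop in the FAM fluorescence signal; in these data hits start at about 50%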
Target sequence (Q92698 whole entry, looked up): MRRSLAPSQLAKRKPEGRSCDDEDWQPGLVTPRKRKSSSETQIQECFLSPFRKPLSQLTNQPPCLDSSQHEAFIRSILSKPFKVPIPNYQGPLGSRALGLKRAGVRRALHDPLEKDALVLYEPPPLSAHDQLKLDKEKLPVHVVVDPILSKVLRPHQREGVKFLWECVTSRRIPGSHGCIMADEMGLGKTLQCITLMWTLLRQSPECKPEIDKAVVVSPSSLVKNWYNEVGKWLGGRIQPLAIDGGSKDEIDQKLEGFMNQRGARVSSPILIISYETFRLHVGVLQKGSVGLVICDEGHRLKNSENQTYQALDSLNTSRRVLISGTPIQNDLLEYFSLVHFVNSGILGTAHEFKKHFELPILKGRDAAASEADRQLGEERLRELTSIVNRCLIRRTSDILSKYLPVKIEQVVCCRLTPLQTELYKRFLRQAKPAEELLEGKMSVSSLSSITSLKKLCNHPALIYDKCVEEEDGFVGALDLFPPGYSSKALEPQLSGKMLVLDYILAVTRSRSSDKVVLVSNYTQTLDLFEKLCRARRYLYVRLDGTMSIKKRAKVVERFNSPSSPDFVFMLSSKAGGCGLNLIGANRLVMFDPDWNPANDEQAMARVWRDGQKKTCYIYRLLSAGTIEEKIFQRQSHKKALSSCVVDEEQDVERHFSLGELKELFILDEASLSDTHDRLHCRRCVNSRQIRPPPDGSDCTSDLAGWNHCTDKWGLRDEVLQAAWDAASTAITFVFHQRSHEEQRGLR
RAD52 inh – inhibitors of human RAD52 DNA annealing. P43351. recombinant RAD52 DNA annealing, FRET fluorescence. inhibition, % at 18.7 µM. 360,000 tested, 0.46% active. AID 651710;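 active means every replicate showing at least 50% inhibition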
ERAP1 HTS inh – inhibitors of human ERAP1 aminopeptidase; 340,000 tested, 0.15% active; inhibition, % at 10.7 µM; recombinant ERAP1, Leu-AMC fluorescence, 60 min;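 active means mean replicate inhibition of at least 30%, or all replicates individually reaching that 30% level; inactive means mean below 30% and not every replicate reaching it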;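 further: 0% = neutral control wells and 100% = L-leucinethiol positive control wells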
PGC1a acetyl inh – modulators of PGC1a acetylation; U2OS PGC1a acetylation, AlphaScreen anti-acetyl-lysine; with virally co-expressed GCN5 acetyltransferase; 350,000 tested, 0.17% active; inhibition, % at 15.6 µM; AID 651687;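 active means every replicate shows inhibition of at least 40%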;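 further: 0% = neutral control wells and 100% = positive control wells; some results beyond the cut were filed as inactive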
Cneo AK release – causes C. neoformans cell lysis; lysis activity, % at 15 µM; 360,000 tested, 0.2% active; adenylate kinase release luminescence, 4 h; normalised: neutral wells 0, clomiphene wells 100;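 active means mean lysis activity across replicates of at least 80%, whatever share of replicates individually reach that level; inactive means mean lysis activity below 80%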
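Assay system: log-phase C. neoformans yeast / Quantity: yeast cell density of 5 × 10^6 cells/mL / Medium: fresh YPD growth medium / Compound: single dose / Timing: static 4 h at 37 °C with compound, 1 h detection / Measured by: adenylate kinase release luminescence / Read-out: lysis from increased AK signal / Benchmarks: Clomiphene as positive lysis control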
PglD DTNB – inhibitors of Campylobacter jejuni PglD acetyltransferase | inhibition, % at 12.5 µM | purified PglD enzyme, DTNB colorimetric CoA detection | AID 602405 | 360,000 tested, 0.098% active; in the data active means inhibition above about 16%, passing the limit was not always enough; further: strong numbers were not always called active
E-selectin induc – E-selectin induction on HUVECs; P16581; HUVEC E-selectin immunofluorescence imaging; normalized: neutral wells 0, TNF-alpha wells 100; activation, % at 7.58 µM; 260,000 tested, 0.37% active;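 active means mean E-selectin-positive cell signal at least 10% of the positive control, reached in at least 60% of replicates, without over 20% cell loss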;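 further: in these data hits start at about 27%; measured in HUVEC primary endothelial cells; signal is the percent of cells scored E-selectin positive by PE staining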
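material = human umbilical vein endothelial cells (HUVEC), E-selectin induction | quantity = 3,000 cells/well | medium = EGM-2 growth medium on 0.1% gelatin-coated wells | technique = immunofluorescence imaging | read-out basis = % PE-positive cells | control set = TNF-alpha positive control, DMSO neutral control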
miR-122 sensor – inhibitors of miR-122 in Huh7 cells | activation (reporter increase), % at 12.5 µM | AID 602342 | Huh7 miR-122 Renilla luciferase sensor, 48 h; neutral wells = 0, positive control = 100 | 340,000 tested, 0.3% active;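 active means mean replicate activation score at least 90 and every replicate individually at or above 90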;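 further: higher luciferase means less miR-122 activity so hits act as miR-122 inhibitors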
Numbers without * were called inactive; i = inactive; / = no result given; [ ] = dose if it differs, or a comment. Rows were taken by chance; overall some 1.4% were active at least once.

molecule | E-selectin induc | RAD52 inh | RAD54 branch | PGC1a acetyl inh | miR-122 sensor | PglD DTNB | ERAP1 HTS inh | Cneo AK release
CC1CCCCN1C(=O)CCNS(=O)(=O)c1ccc2c(c1)c(=O)n(C)c(=O)n2C (configuration not stated) | / | -17.5 | -21.8 | 1.9 | 5.5 | -3.3 | -3.5 | -0.8
Cc1cccc(N(C(=O)c2snc(C(N)=O)c2N)C(C)C(=O)NCC2CCCO2)c1 (configuration not stated) | 2.8 | -15.5 | 2.3 | 6.6 | -0.6 | 0.4 | 3.6 | 0.9
CN(C)/N=C/c1cc([N+](=O)[O-])ccc1O | 0.4 | -7.9 | / | -1.2 | 1.1 | / | / | /
O=C(NCc1ccccc1)c1c[nH]c2ccccc2c1=O | 0.1 | -15.1 | -0.7 | 7.3 | 29.3 | 10.2 | 0.4 | -1.1
COc1ccc(NC(=O)N(C)C[C@H]2Oc3ccc(NC(=O)C4CCCCC4)cc3CC(=O)N([C@H](C)CO)C[C@@H]2C)cc1 | -0.2 | -2.6 | -0.1 | -3.0 | -3.8[16.7 µM] | -4.4 | 2.7 | 3.1
O=C(CN1CCN(S(=O)(=O)c2ccccc2)CC1)Nc1ccc2c(c1)OCO2 | / | / | 5.0 | 8.5 | -0.7 | -0.8 | / | 1.0
O=C(O)c1cc2c(s1)-c1ccccc1CC2 | 0.0 | / | -1.2 | / | -9.0 | 3.4 | / | -2.2
COc1ccccc1NC(=O)C(NC(=O)c1ccc(C)cc1)c1ccccc1 (configuration not stated) | 0.8 | -7.2 | -4.4 | 5.4 | 10.2 | 3.7 | -2.4 | 0.2
O=C(c1cccc(S(=O)(=O)N2CCOCC2)c1)N(Cc1ccco1)Cc1cccs1 | / | -18.1 | 9.1 | / | / | 3.0 | 2.4 | 1.0
N=C1N(/N=C/c2ccccc2)C(=Nc2ccccc2)C(=S)N1c1ccccc1 | / | / | -3.7 | -2.2 | 8.8 | -6.8 | / | 0.1
COc1ccccc1NC(=O)c1cc2c(CO)cnc(C)c2oc1=Nc1cccc(C(N)=O)c1 | / | -8.3 | 5.4 | / | 2.0 | 1.4 | 0.4 | -0.5
COc1ccc(CN(C)C[C@@H]2OCCCC[C@H](C)Oc3ccc(NC(=O)Nc4cccc5ccccc45)cc3C(=O)N([C@@H](C)CO)C[C@H]2C)cc1 | 0.0 | 0.7 | 6.5 | 10.2 | 4.3[16.7 µM] | 0.8 | 0.3 | -0.8
COc1ccc(NC(=O)Nc2ccc3c(c2)C(=O)N([C@H](C)CO)C[C@H](C)[C@@H](CN(C)S(=O)(=O)c2cccs2)OCCCC[C@@H](C)O3)cc1 | 0.4 | 18.7 | -2.9 | 4.0 | 3.8[16.7 µM] | 2.2 | 2.5 | -0.2
CC(Oc1ccc(F)cc1)C(=O)Nc1ccccc1C(=O)N1CCCCC1 (configuration not stated) | 1.1 | -5.1 | 2.6 | 6.0 | -14.5 | 3.0 | -1.7 | -0.3
CCSc1nnc(NC(=O)C(NC(=O)c2ccc(Cl)cc2)C(C)C)s1 (configuration not stated) | / | / | -2.5 | -2.4 | -0.8 | -2.0 | / | -1.3
COCCCC1CCN(C(=O)c2cc(COc3ccc(C)nc3)on2)CC1 | -0.3 | -9.3 | -5.8 | / | 6.0 | -3.8 | -1.0 | -1.1
COc1ccc(C2CC(=O)Nc3n[nH]c(-c4ccccc4)c32)cc1OC (configuration not stated) | 0.2 | -11.9 | / | -4.7 | / | / | -1.7 | /
CCC[C@H]1CN(c2ccc(OC)cc2)C(=O)[C@@H]1CC(=O)NC | 0.0 | 0.2 | 0.5 | / | -2.9 | 0.1 | 2.2 | 0.9
O=C(NNC(=O)c1nc(Cl)ccc1Cl)c1ccc(F)cc1 | 0.7 | -6.9 | 5.0 | / | / | 0.7 | -4.4 | 1.7
Cc1cc(Cl)c(OCCCNC2CCCC2)c(Br)c1 | / | 4.7 | 15.6 | / | / | -7.8 | -2.4 | -1.3
CC(=O)NC1=NN(C(C)=O)C(c2sccc2C)S1 (configuration not stated) | / | / | -17.4 | / | -1.3 | 2.9 | / | 2.5
COc1cccc(NC(=O)c2cnc(SC)nc2C)c1 | / | -95.6 | -29.0 | -1.4 | -6.4 | 5.5 | -1.0 | -3.4
CCCNC(=O)C[C@@H]1CC[C@H]2[C@@H](COC[C@@H](O)CN2C(=O)c2ccc(F)cc2)O1 | 0.0 | -13.8 | 3.7 | 0.1 | -3.5[16.7 µM] | 3.9 | -0.2 | 0.1
CN(C)C(=O)c1ccc(-c2ccc3c(c2)[C@H]2[C@H](CCN2C(=O)C2CCOCC2)[C@@H](CO)N3C)cc1 | -0.4 | -0.9 | 11.6 | -8.6 | -10.9[16.7 µM] | 0.7 | / | 4.6
C[C@@H]1CCCCO[C@@H](CN(C)C(=O)Cc2ccccc2)[C@@H](C)CN([C@H](C)CO)C(=O)c2cc(NS(=O)(=O)c3ccccc3)ccc2O1 | 0.7 | -28.3 | / | 11.1 | / | / | -0.7 | /
CCc1nnc(NC(=O)C(NS(=O)(=O)c2ccccc2)C(C)C)s1 (configuration not stated) | 0.0 | -0.2 | 1.2 | -4.8 | -3.1 | 1.4 | -2.8 | 3.1
COCCNC(=O)C[C@H]1C[C@H]2c3cc(NC(=O)Nc4ccccc4F)ccc3O[C@H]2[C@@H](CO)O1 | 0.1 | / | -12.9 | -2.0 | 10.2[16.7 µM] | 2.2 | / | 2.2
CCCCCCn1c(=O)n2n(c1=O)C[C@]1(OC(=O)NCc3ccco3)CN(S(=O)(=O)c3ccc(C)cc3)C[C@]1(O)C2 | / | -2.7 | -10.3 | -16.7 | -10.8 | -2.1 | 0.2 | 1.6
CC(=O)NC(Cc1ccccc1)C(=O)N1CCN(C(=O)c2ccco2)CC1 (configuration not stated) | / | -11.7 | / | 5.4 | 5.3 | / | -3.1 | /
CCC1(c2ccc(Cl)cc2)NC(=O)N(CC(=O)NCc2ccc(F)cc2)C1=O (configuration not stated) | / | -14.4 | -13.3 | / | / | 3.6 | 1.0 | -3.5
CC(=O)N(C)C[C@H]1Oc2cc(C#Cc3cccnc3)ccc2S(=O)(=O)N([C@@H](C)CO)C[C@@H]1C | 0.8 | 7.9 | -2.5 | 1.6 | -7.3[16.7 µM] | -0.6 | 0.3 | -15.8
COc1ccc(C(=O)N2CCN(c3ncccn3)CC2)cc1S(=O)(=O)N1CCOCC1 | / | -4.3 | -7.6 | 2.5 | 2.8 | 1.0 | -0.6 | 0.1
COc1cc2c(cc1OC)C(COc1cc(C)cc(C)c1)N(C(C)=O)CC2 (configuration not stated) | / | -5.2 | -13.9 | -0.3 | 5.0 | 0.3 | -0.6 | -4.0
O=C(CCN1N=C(c2ccccc2)CCC1=O)NCC1COc2ccccc2O1 (configuration not stated) | 0.3 | -1.8 | 0.3 | 3.0 | / | 4.0 | 1.3 | 1.1
Cc1noc(C)c1S(=O)(=O)Nc1ccc2c(c1)C(=O)N([C@@H](C)CO)C[C@@H](C)[C@@H](CN(C)C(=O)Nc1ccccc1)OCCCC[C@@H](C)O2 | -0.3 | -2.2 | -1.8 | 0.2 | -4.8[16.7 µM] | 13.2 | 2.1 | -3.8
CC1=CN(S(=O)(=O)c2ccc(C)cc2)C[C@@H]2c3ccccc3N(S(=O)(=O)c3ccc(C)cc3)[C@H]12 | -1.0 | -14.6 | 1.7 | -22.5 | -6.7 | 7.8 | 9.6 | -5.5
CN(C)c1ccc(/C=N/n2cnn(Cc3ccccc3Cl)c2=S)cc1 | / | -21.2 | / | 6.2 | 1.4 | / | 1.0 | /
COc1cc(/C=C(\C#N)C(=O)c2ccc(O)c(O)c2)cc(I)c1O | 1.4 | i | -167.5 | 6.5 | -1.3 | -4.5 | 15.7 | -0.2
Cc1ccc(-c2cc(C(=O)NCc3ccccn3)no2)cc1 | / | -19.0 | -4.8 | 14.6 | 1.7 | -4.9 | -2.3 | -10.4
O=C(CCc1c[nH]c2ccccc12)Nc1ccc(S(=O)(=O)Nc2ncccn2)cc1 | 0.2 | -11.0 | -9.4 | -0.6 | 4.8 | / | -8.2 | -1.0
CC1(C)Cc2ccccc2/C(=C/C(=O)c2ccccc2)N1 | / | 0.9 | 0.5 | -16.5 | 3.2 | -3.3 | 2.4 | 2.5
Clc1ccc(-n2ncc3c(NCc4ccccn4)ncnc32)cc1 | / | / | -0.1 | 6.9 | 6.3 | -1.1 | / | 3.1
C[C@@H]1COC(=O)[C@H](Cc2ccc(F)cc2)CC/C=C/C[C@@H](CC(=O)N[C@H](CO)Cc2ccccc2)C(=O)N1 | 0.2 | -10.7 | 8.7 | / | / | 5.2 | -2.8 | 0.5
CCCSc1nsc(NC(=O)c2cccnc2OCC)n1 | 5.2 | -12.9 | / | 6.1 | / | / | 8.3 | /
Cc1cccc(C(=O)OCC(=O)N2CCCCCC2)c1C | -0.1 | -2.9 | 6.0 | 11.5 | / | 8.5 | -3.4 | 2.8
CCN(CC)S(=O)(=O)c1ccc2oc(SCC3CN=C(c4ccc(OC)cc4)S3)nc2c1 (configuration not stated) | / | / | 6.4 | -3.3 | 2.4 | 2.2 | / | -1.9
CCCCOc1ccc(C(CC(=O)NC)C(=O)O)cc1 (configuration not stated) | / | -9.9 | -0.3 | / | -8.6 | 3.7 | -1.5 | -0.8
O=C(Cc1n[nH]c(=O)[nH]c1=O)N/N=C/c1cccc(Cl)c1 | 18.0 | -16.5 | / | -7.9 | -0.4 | / | / | /
Cc1cccc(CN2[C@H](COCc3ccccc3)C=CS2(=O)=O)c1 | -0.2 | -2.1 | -4.0 | -43.2 | 4.1 | -3.9 | 0.4 | 6.0
CN(C)c1ccc(/C=[N+](\[O-])C2SC(=S)N(C)C2(C)C)cc1 (configuration not stated) | / | -10.9 | 2.4 | 45.1 | -2.3 | -5.9 | 1.3 | -0.1
COc1cccc(-c2ncc3ccccc3c2COC(=O)CCCC(=O)O)c1 | 0.1 | -9.1 | 0.6 | / | -1.0 | 4.2 | 1.3 | -1.6
Cc1ccc2c(c1)N(CC(=O)Nc1ccccc1F)C(=O)C(C)O2 (configuration not stated) | / | -4.7 | 1.8 | -2.8 | -0.6 | 0.9 | -2.6 | 3.3
COc1ccc(OC)c(S(=O)(=O)NCCS(=O)(=O)N2CCN(c3ccccc3)CC2)c1 | / | -1.9 | -7.1 | 1.6 | 10.3 | -1.3 | -3.7 | -6.2
CCOC(=O)C1(Cc2ccccc2C(F)(F)F)CCN(C2CCSC2)CC1 (configuration not stated) | / | -2.2 | -3.1 | -0.5 | 1.3 | -4.0 | -7.4 | -1.2
Cc1cccn2c(CN3CCCC(c4ccccc4)C3)c(C(=O)N3CCOCC3)nc12 (configuration not stated) | / | / | -0.9 | 7.2 | -3.7 | -0.9 | / | -3.0

Reformatted with values under each structure: 5 of the compounds above
Order of values – E-selectin induc, RAD52 inh, RAD54 branch, PGC1a acetyl inh, miR-122 sensor, PglD DTNB, ERAP1 HTS inh, Cneo AK release
- CCOC(=O)C1(Cc2ccccc2C(F)(F)F)CCN(C2CCSC2)CC1 (configuration not stated)
  /, -2.2, -3.1, -0.5, 1.3, -4.0, -7.4, -1.2
- Cc1ccc2c(c1)N(CC(=O)Nc1ccccc1F)C(=O)C(C)O2 (configuration not stated)
  /, -4.7, 1.8, -2.8, -0.6, 0.9, -2.6, 3.3
- CCN(CC)S(=O)(=O)c1ccc2oc(SCC3CN=C(c4ccc(OC)cc4)S3)nc2c1 (configuration not stated)
  /, /, 6.4, -3.3, 2.4, 2.2, /, -1.9
- COc1cccc(-c2ncc3ccccc3c2COC(=O)CCCC(=O)O)c1
  0.1, -9.1, 0.6, /, -1.0, 4.2, 1.3, -1.6
- C[C@@H]1COC(=O)[C@H](Cc2ccc(F)cc2)CC/C=C/C[C@@H](CC(=O)N[C@H](CO)Cc2ccccc2)C(=O)N1
  0.2, -10.7, 8.7, /, /, 5.2, -2.8, 0.5

From PubChem BioAssay
